# FAS-TE inh – FAS thioesterase (human) inhibition | recombinant FAS-TE, OMFH fluorogenic substrate, fluorescence endpoint | inhibition, % at 15 µM | 360,000 compounds, 0.67% hits;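 active = compounds whose normalised, plate-corrected inhibition of enzyme fluorescence in the single-dose primary screen is 50% or more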;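 also: 0% = DMSO with enzyme and 100% = substrate without enzyme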
# SKN-1 block – inhibitors of C. elegans SKN-1 | AID 624304 | C. elegans VP596 Pgst-4::GFP/RFP ratio, acrylamide-induced, 24 h | inhibition, % at 21.8 µM | 360,000 compounds, 0.49% hits;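 active = interference check ratio from 0.5 to 1.5 plus GFP to RFP signal ratio inhibition reaching or exceeding a fixed threshold, cut at about 30% in these data, passing the limit was not always enough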; also: some compounds called inactive have numbers as strong as hits
# bovine MsrA act – activators of bovine methionine sulfoxide reductase A; purified bovine MsrA, absorbance read-out; activation, % at 10.6 µM; 360,000 compounds, 0.3% hits; in the data active = activation above about 7.5%;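 also: 0% = vehicle and 100% = reference activator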
# Rin1 Abl inh – blocks binding of human Rin1 to Abl; inhibition, % at 7.35 µM; TR-FRET Rin1/Abl binding, biochemical; P00519+Q13671; 360,000 compounds, 0.4% hits; in the data active = inhibition above about 5%, passing the limit was not always enough
# MsrA inhibitor – inhibits bovine methionine sulfoxide reductase A | purified bovine MsrA, absorbance read-out | inhibition, % at 15.5 µM | 360,000 compounds, 0.75% hits | AID 651718; in the data active = inhibition above about 4.5%;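 also: 0% = vehicle wells with enzyme and 100% = reference inhibitor wells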
# MT1-MMP act inh – inhibitors of human MT1-MMP activation | P50281 | HT1080 RFP-PRO-GFP cells, GFP/RFP ratio fluorescence, overnight; percent of plate control window, DMSO zero | GFP/RFP ratio change, % at 20 µM | 360,000 compounds, 0.061% hits;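 active = GFP/RFP ratio change of at least 30% with cell ATP level not reduced by more than half and red fluorescence within 50% of control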; also: strong numbers were not always called active
#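 Material: RFP-PRO-GFP reporter HT1080 cells. Dosing: single-point 20 µM compound, 1% DMSO. Controls: DMSO and RFP-L50D-GFP cell wells. Timing: cells overnight before dosing, compound overnight, 37 °C, 5% CO2. Measure: GFP/RFP fluorescence ratio.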
# Neddyl block – blocks human cullin neddylation. P61081+Q13564. TR-FRET cullin neddylation, biochemical. calls only at 25 µM. 360,000 compounds, 0.58% hits. AID 651699; in the data active = inhibition above about 36%
# eLon inh – E. coli protease La inhibition. purified E. coli Lon protease, fluorescence polarization. inhibition, % at 7.94 µM. 360,000 compounds, 0.42% hits; in the data active = inhibition above about 13%, passing the limit was not always enough;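 also: 0% = enzyme with probe and DMSO and 100% = no enzyme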
# CendR NRP1 mod – modulators of CendR peptide binding to human neuropilin-1; O14786; AID 602438; FAM-RPARPAR peptide binding to NRP-1, fluorescence polarization; inhibition, % at 25 µM; 360,000 compounds, 0.85% hits;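 active = inhibition or corrected inhibition above about 18%, plus a signal ratio from 0.5 to 1.5, limit read from the data, passing the limit was not always enough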; also: strong numbers were not always called active
# Starred values were filed as active, the others as inactive; i = inactive; nt = no result given; + = active, no number. Not a hit list, and some 4.2% of all compounds hit somewhere here.
# The line under a structure holds: CendR NRP1 mod, SKN-1 block, bovine MsrA act, MT1-MMP act inh, MsrA inhibitor, FAS-TE inh, eLon inh, Rin1 Abl inh, Neddyl block
Nc1sc(-c2ccccc2)cc1C(=O)NCCc1c[nH]c2ccccc12
    -16.5, 9.8, nt, -2.4, 0.9, nt, nt, nt, i
COc1cccc(-c2sc3ccc(OC)cc3c2-c2cc(F)cc(OC)c2)c1
    2.6, 10.4, -2.8, -1.4, -0.3, 32.4, -7.0, -1.7, i
Cc1ccsc1CN(C)CC(=O)Nc1ccccc1C(=O)NC1CC1
    6.0, 9.9, -3.2, -2.5, -0.1, -4.2, 3.9, -0.1, i
Cc1cccc(C)c1NC(=O)CN(C)C(=O)c1ccccc1C(=O)N(C)Cc1ccccc1
    18.8, 15.5, -1.3, 9.3, 0.0, -0.4, 2.2, -1.7, i
COc1ccc(CN2[C@@H](CC(C)=O)c3ccc(/C=C/C(C)=O)cc3S2(=O)=O)cc1
    -5.5, 4.1, -4.7, 11.5, 2.4, -9.7, -11.2, 0.4, i
O=[N+]([O-])c1cc(/C=N/O)ccc1N1CCCC1
    9.1, 11.4, -4.3, 3.2, 3.0, -10.4, 4.6, -6.5, i
CC(=O)NC(Cc1ccc(F)cc1)C(=O)O (configuration not stated)
    -13.6, 4.0, -0.7, 5.0, -1.1, -7.3, -7.4, 2.4, i
O=C(NCC(=O)N(c1cnc2ccccc2c1)C(C(=O)NC1CCCC1)c1ccncc1)c1ccco1 (configuration not stated)
    12.7, -3.4, -2.9, -2.3, 1.7, -3.6, 0.4, -2.4, i
CSCCC(NC(=O)c1ccccc1Cl)C(=O)NCCc1ccccn1 (configuration not stated)
    9.4, 1.4, -4.1, 0.4, 0.0, -4.9, 4.0, 5.9, i
CO[C@@]1(NC(=O)C2SC(=C(C(N)=O)C(=O)O)S2)C(=O)N2C(C(=O)O)=C(CSc3nnnn3C)CS[C@@H]21 (some centres not stated)
    -27.1, -18.4, -6.5, -1.9, -0.6, 0.1, -4.2, -0.3, i
O=C(Cc1ccccc1)CC1(O)C(=O)Nc2ccccc21 (configuration not stated)
    -2.2, 1.7, -4.6, -2.0, 0.0, -7.2, -3.9, -2.7, i
COCC(C)NC(=O)c1ccc2nc(-c3ccccc3)c(-c3ccccc3)nc2c1 (configuration not stated)
    6.9, 18.5, -1.8, -0.3, 1.7, 9.8, -6.0, -0.3, +
CCNC(=S)N1CCN(CC)CC1
    7.5, -1.9, -11.0, 0.0, 0.8, -5.6, 0.8, 0.2, i
Cc1cc(O)c(N=Cc2cc3c(cc2[N+](=O)[O-])OCO3)cc1C
    17.9, 3.2, -4.5, 1.2, 0.5, -0.8, -11.3, 3.0, i
Cc1cc(C)n2nc(C(=O)NNC(=O)c3ccccc3)nc2n1
    -16.2, 7.2, -1.6, 0.0, 0.6, -2.1, -12.9, 1.4, i
O=C(COC(=O)CCC1CCCC1)Nc1ccc(F)cc1Cl
    16.7, -1.6, -5.5, -1.1, -0.9, 11.9, 1.9, 1.8, i
CCN1CCN(CC(=O)Nc2ccc3c(c2)OCCO3)C(=O)C1=O
    -1.4, -5.3, -7.8, -0.2, 0.1, -7.8, -2.6, -1.1, i
COC(=O)C1(C(=O)OC)Cc2ccccc2N(S(=O)(=O)c2ccc(C)cc2)C1CC(C)=O (configuration not stated)
    2.5, -12.9, nt, 3.4, 0.0, nt, nt, nt, i
CC(NC(=O)CN1c2cccc3cccc(c23)S1(=O)=O)c1ccccc1 (configuration not stated)
    -7.6, 5.6, -11.2, 0.2, 1.3, 4.2, -20.4, 4.7, i
Cn1cccc1Cc1nnc(SCC(=O)Nc2nc3ccccc3s2)n1CCc1ccccc1
    -17.6, -1.3, -1.5, -0.4, nt, 0.7, -14.5, -3.2, i
COc1cccc(NC(=O)NNC(=O)COc2ccc3ccccc3c2)c1
    8.4, 3.9, -10.1, -3.4, -0.4, -2.0, 10.5, 3.4, i
CCn1c(=S)[nH]c2c(c1=O)C(C)(C)Cc1ccccc1-2
    -6.0, -2.3, 0.9, -2.9, 1.8, 13.6, -3.1, -31.5, i
CCOc1ccc2[nH]c(=O)c(CN(Cc3nnnn3Cc3ccco3)C3CCCCC3)cc2c1
    -59.0, 16.3, 5.8, -2.6, -0.4, -2.8, -2.2, -2.5, i
Nn1c(-c2ccc(O)cc2)nnc1-c1ccc(O)cc1
    -8.7, 0.7, -3.5, 0.7, 0.5, -3.7, 6.8, 0.2, i
COc1cccc(CNC(=O)C(C)n2ccc3cc(S(=O)(=O)N4CCCC4)ccc32)c1 (configuration not stated)
    1.5, 1.2, -3.8, 2.8, -0.2, 13.9, 8.4, -0.6, i
CCCCCn1c(=O)[nH]c2cc(C(=O)NCCN3CCC(C)CC3)ccc2c1=O
    -8.6, -8.7, 2.5, -2.5, nt, -3.0, -3.7, 4.0, i
ON=Cc1cccn1-c1ccccc1
    3.2, -2.1, -4.6, 0.1, 0.9, -11.5, 3.1, 1.7, i
COCCNC(=S)N1CCN(c2nc(-c3ccc(Cl)cc3)cs2)CC1
    7.1, -7.9, -5.5, 7.0, -0.2, 29.8, -0.7, -0.4, i
COc1cccc2c1C(=O)c1c(O)c3c(c(O)c1C2=O)CC(O)(C(C)=O)CC3OC1CC(O)C(O)C(C)O1 (configuration not stated)
    144.4, 66.5, -5.1, -16.8, 0.7, -131.8, +, -7.2, i
CC(C)NC(=O)C(c1ccc(F)cc1)N(C(=O)CCC(=O)Nc1ccccn1)c1ccccc1F (configuration not stated)
    13.3, 11.1, 1.6, -2.9, -1.3, -10.2, 0.5, 2.1, i
CN1c2ccsc2C(=O)/C(=C\Nc2cccc(C(F)(F)F)c2)S1(=O)=O
    -19.2, -7.1, -5.6, -0.5, 0.3, 8.3, 0.2, 0.7, i
Cn1ncc(Br)c1C(=O)NC1C2CC3CC(C2)CC1C3 (configuration not stated)
    1.3, 11.7, -4.9, -6.8, -0.4, 1.0, 0.0, -4.6, i
COc1ccc(NC(=O)CN2CCN(CC(=O)Nc3ccc4c(c3)OCO4)CC2)cc1
    -6.4, 1.2, -3.5, 6.9, -1.5, -4.5, -6.7, 0.1, i
O=C(NCc1cccs1)C1CC(c2ccc(Cl)cc2)=NO1 (configuration not stated)
    3.6, -9.8, -9.5, -1.8, -1.0, -7.8, 9.3, -1.1, i
Cc1ccccc1NC(=O)Cn1nnc(S(=O)(=O)c2ccc(C(C)(C)C)cc2)c1N
    -2.6, 5.3, -2.8, 3.5, 0.3, -4.2, 0.2, -3.0, i
Cc1ccc(S(=O)(=O)Cn2nnnc2C(CC(C)C)N2CCC(C(N)=O)CC2)cc1 (configuration not stated)
    -1.8, -3.3, -7.7, 0.6, 0.6, -3.7, 2.5, 2.7, i
COc1ccc(NC(=O)C2(C)CCN2Cc2ccc(SC)cc2)cc1OC (configuration not stated)
    -4.5, -1.4, 1.4, 0.3, -0.3, 5.5, 0.0, -1.5, i
Cc1ccc(-c2cc(=O)c3cc(C)ccc3[nH]2)cc1
    30.1*, 7.1, -1.1, 5.3, 1.3, -2.3, -6.5, 0.7, i
COCCNC(=O)CSc1nc2sccc2c(=O)n1-c1ccccc1
    -7.8, 9.3, -0.2, 0.1, 0.0, -2.4, 0.5, 0.6, i
CN(Cc1ccccc1)C(=O)c1ccc2c(c1)NC(=O)C(N1CCOCC1)S2 (configuration not stated)
    2.1, 5.0, -1.9, -0.2, -0.2, -2.7, -5.1, -0.8, i
CCC1CCCCN1C(=O)CCc1nnc(Cc2cc(OC)ccc2OC)o1 (configuration not stated)
    -20.6, 6.5, -1.2, -2.2, -0.9, -2.7, 3.2, -0.7, i
COc1ccc(Cl)cc1NC(=O)CCCN1C(=O)CCC1=O
    -9.9, 5.3, -4.3, 2.8, 0.8, -7.3, 0.0, 3.8, i
COc1ccccc1C1/C(=C(/O)c2ccccc2)C(=O)C(=O)N1CC(C)C (configuration not stated)
    -5.8, 7.3, 1.2, -2.3, 3.3, -10.6, 2.4, 0.3, i
Clc1cc(Cl)c(OCc2nc(-c3ccccn3)no2)cc1Cl
    -0.3, -5.7, -6.1, 1.8, -0.2, 24.5, -6.3, 1.6, i
CCCC(=O)N1CCN(c2ccc(NC(=O)c3cccs3)cc2)CC1
    -16.1, 6.5, 1.5, -0.5, -0.6, -4.4, 6.6, -2.0, i
CCOc1c(C(N)=O)cc([N+](=O)[O-])cc1[N+](=O)[O-]
    -6.8, 4.0, -8.1, 1.9, 0.4, -11.7, -6.6, 2.8, i
O=C(O)c1ccc(Nc2cccc(F)c2)c([N+](=O)[O-])c1
    -2.8, 4.9, -4.7, -4.1, -0.7, -1.6, 6.0, -2.7, i
O=C(CN(Cc1ccc(Cl)cc1)C(=O)CNS(=O)(=O)c1ccc(F)cc1)NCC1CCCO1 (configuration not stated)
    -8.0, 14.6, -3.0, -2.0, -1.0, -2.3, -0.4, 1.5, i
O=S(=O)(O)c1cc2onnc2c2ccccc12
    -19.0, 10.1, -1.1, 4.7, -1.4, -7.9, -18.7, 2.6, i
Clc1ccc(-c2cn3c(n2)-c2ccccc2C3)cc1Cl
    -8.1, 40.1*, -4.0, 15.0, 0.8, 8.3, -2.0, -4.1, i
COc1ccc(C2=NN(C(=O)CCCC(=O)O)C(c3cccs3)C2)cc1OC (configuration not stated)
    -11.6, 0.6, -3.1, 3.5, 2.2, -7.9, 3.3, 3.0, i
O=C(Nc1cccc([N+](=O)[O-])c1)C(=O)N1CCCCC1
    -12.2, -0.8, -5.1, 2.6, -1.6, -3.6, -1.3, -1.2, i
CCOc1ccc(OCC)c(NC(=O)CN(C)S(=O)(=O)c2ccc3nc(C)sc3c2)c1
    -16.6, 15.6, -0.5, -6.8, 1.0, 24.6, -19.0, -2.7, i
Cc1nn2c3c(cnc2c1-c1ccccc1)C(=O)CC(c1ccccc1)C3 (configuration not stated)
    -95.6, -0.9, -2.6, -4.2, 0.6, 17.4, -9.3, -3.5, i
O=C(Nc1cccc(C(F)(F)F)c1)c1ccccc1NC(=O)C1CCCCC1
    3.0, 3.5, -3.1, -0.2, -0.6, 4.1, 7.5, -1.0, i
NNC(=O)CNc1ccccc1Cl
    -4.0, 3.5, -10.6, 1.7, 1.1, -2.8, 0.3, 0.8, i
COC(=O)CCN(C(=O)c1cccc(OC(C)=O)c1)c1ccccn1
    3.8, 16.4, 1.9, -2.0, 0.6, -8.6, -0.8, -4.9, i
Cc1ccc(S(=O)(=O)NCc2ccccc2)cc1C(=O)N1CCCCCCC1
    -4.1, 9.0, -2.5, 0.0, -0.1, -1.8, -8.2, -5.5, i
O=[N+]([O-])c1cc(/C=N/n2c(-c3cccnc3)n[nH]c2=S)ccc1Cl
    -1.1, 12.4, -1.2, 2.9, 11.6*, 13.5, 1.4, 0.2, i
Cc1ccc(C(=O)N(C)Cc2ccc(N3CCOCC3)cc2)cc1S(=O)(=O)NCc1ccccc1
    10.8, -0.1, -8.6, -1.5, 0.7, -2.9, -0.1, 3.9, i

# (list continues)
# The line under a structure holds: CendR NRP1 mod, SKN-1 block, bovine MsrA act, MT1-MMP act inh, MsrA inhibitor, FAS-TE inh, eLon inh, Rin1 Abl inh, Neddyl block
CC1CCN(S(=O)(=O)c2ccc(N=NC3=C(O)CC(C)(C)CC3=O)cc2)CC1
    16.8, 7.9, -1.7, -0.6, 0.6, -6.9, -18.4, -1.4, i
Cc1ccc(SCC(=O)OCC(=O)Nc2ccc3[nH]c(=O)[nH]c3c2)cc1C
    -9.9, -2.2, -2.4, 3.5, -0.4, -2.1, 6.9, 2.0, i
O=C(c1ccc([N+](=O)[O-])cc1)N1CCOCC1
    -4.0, -0.7, -9.8, 1.7, -1.3, 3.9, 0.3, 3.7, i
CN1CN(C)c2cccc3cccc1c23
    6.3, 16.0, -3.1, -0.2, 0.2, -4.9, -0.7, 1.9, nt
Oc1ccc2[nH]cnc2c1CN1CCCCC1
    25.2*, -5.1, 0.2, 4.6, 0.4, -4.2, 0.8, -4.8, i
O=C(Cn1c2[n+](c3ccccc31)CC(O)CS2)c1ccccc1 (configuration not stated)
    2.5, 4.4, -2.5, -1.3, -0.1, -4.6, -5.2, -0.7, i

# Screening results: PubChem, several laboratories
